Screening results (PubChem)
HTR5A ag ctr – activates human HTR5A in OPRM1-OPRD1 agonist counter-screen; activation, % at 9.3 µM; HTR5A agonist assay, luminescence, cell-based; 0.61% of 340,000 active; in the data active = activation mostly above about 9.5%, no sharp cut-off; inactive = mostly below about 7.6%;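 note: 0% = cells with vehicle only and 100% = reference agonist; strong numbers were not always called active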
Arr AP2 block – blocks beta-arrestin peptide binding to AP2 adaptin; FITC-arrestin peptide / GST-AP2 beads, flow cytometry; AP2 beta2 appendage carries R879A mutation; inhibition, % at 10 µM; 0.31% of 340,000 active; AID 504490;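 active = inhibition above a set limit, near 3 SD of compounds lacking own fluorescence, cut at about 54% in these data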;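 note: plate controls were DMSO wells for no effect and 5 µM unlabelled arrestin peptide for full effect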
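Material – GST-tagged AP2 beta2-adaptin appendage (R879A) on 4 µm glutathione beads · Probe or stimulus – fluorescein-tagged arrestin peptide at 50 nM final · Timing – 12 min plus 1 h, RT · Detection – bead flow cytometry, FITC channel · Read-out basis – inhibition as reduced fluorescein signal on beads, percent · Medium – PBS plus Tween 20 (0.05%) and BSA (0.1%)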
PKA-R1A act – activates the PKA-R1A holoenzyme complex; P00514+P68181; PKA-R1A dissociation, Cy5-IP20 fluorescence polarization; scaled: DMSO 0%, 113 µM cGMP 100%; activation, % at 11.4 µM; 0.083% of 340,000 active; AID 504707;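 active = percent activation above the mean of all tested compounds plus 3 SD, cut at about 19% in these data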;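 note: higher means more PKAc released from R1A so a rise in polarization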
DAGLB inh – blocks human DAGLB lipase activity | Q8NCG7 | 0.059% of 340,000 active | inhibition, % at 5.17 µM | HEK293T DAGLB membrane lysate, EnzChek fluorogenic substrate; in the data active = inhibition above about 34%;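 note: 0% = enzyme with vehicle and 100% = wells lacking enzyme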
HTR5A inv ctr – HTR5A inverse agonism, opioid heterodimer counter-screen | P47898 | HTR5A cell line, luminescence | inhibition, % at 9.3 µM | 0.083% of 340,000 active | AID 504634; in the data active = inhibition mostly above about 23%, no sharp cut-off; inactive = mostly below about 18%;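 note: 0% = cells with DMSO and 100% = no-cell wells with DMSO; some compounds called inactive have numbers as strong as hits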
DSG3 Ab inh – inhibitors of pemphigus antibody binding to human desmoglein-3; P32926; DSG3-coupled beads, scFv-anti-DSG3-GFP binding, flow cytometry; active compounds read low; binding (percent of control), % at 10 µM; 0.48% of 310,000 active;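 active = binding more than 3 SD below its plate's average and above zero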;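 note: hits lower antibody fragment binding to DSG3; some compounds called inactive have numbers as strong as hits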
Target sequence (P32926 whole entry, looked up, the tested form may be a part): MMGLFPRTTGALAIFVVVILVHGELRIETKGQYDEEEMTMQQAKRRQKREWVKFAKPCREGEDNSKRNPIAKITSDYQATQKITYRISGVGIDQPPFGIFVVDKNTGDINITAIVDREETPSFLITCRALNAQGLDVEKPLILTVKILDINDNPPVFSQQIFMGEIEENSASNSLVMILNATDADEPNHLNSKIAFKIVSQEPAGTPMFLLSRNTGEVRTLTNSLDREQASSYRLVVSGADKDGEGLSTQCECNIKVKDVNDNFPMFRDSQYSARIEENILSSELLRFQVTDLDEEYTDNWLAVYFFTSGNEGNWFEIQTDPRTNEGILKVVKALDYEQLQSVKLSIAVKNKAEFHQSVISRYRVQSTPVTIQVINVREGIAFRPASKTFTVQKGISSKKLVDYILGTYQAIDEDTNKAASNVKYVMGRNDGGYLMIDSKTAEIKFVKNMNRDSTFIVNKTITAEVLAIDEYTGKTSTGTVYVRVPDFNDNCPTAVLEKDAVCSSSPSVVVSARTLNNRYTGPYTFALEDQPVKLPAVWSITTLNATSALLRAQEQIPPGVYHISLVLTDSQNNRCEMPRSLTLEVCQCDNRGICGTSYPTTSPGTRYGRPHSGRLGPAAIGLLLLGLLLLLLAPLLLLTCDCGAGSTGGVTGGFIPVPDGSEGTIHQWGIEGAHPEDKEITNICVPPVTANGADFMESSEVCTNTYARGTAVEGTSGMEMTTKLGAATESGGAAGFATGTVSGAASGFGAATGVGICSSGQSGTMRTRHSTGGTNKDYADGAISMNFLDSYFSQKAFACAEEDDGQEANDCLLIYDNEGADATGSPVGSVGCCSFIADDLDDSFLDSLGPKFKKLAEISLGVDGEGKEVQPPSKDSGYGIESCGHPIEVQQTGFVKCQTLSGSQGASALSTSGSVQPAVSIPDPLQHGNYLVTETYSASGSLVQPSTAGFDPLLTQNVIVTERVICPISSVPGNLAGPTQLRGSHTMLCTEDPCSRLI
OPRM1-OPRD1 inv – inverse agonists of human mu-delta opioid receptor heterodimerization | cell-based MOR-DOR heterodimer luminescence, inverse agonism | P35372+P41143 | 0.21% of 340,000 active | inhibition, % at 9.3 µM; in the data active = inhibition above about 22%, passing the limit was not always enough;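 note: 0% = cells with DMSO and 100% = wells without cells with DMSO; values of inactives mirror those of a sister screen read the other way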
V-ATPase pHluor – regulators of yeast V-ATPase proton transport | S. cerevisiae, pHLuorin cytosolic pH fluorescence | response, % at 10 µM | 0.37% of 350,000 active | AID 504577; in the data active = response mostly above about 7.3%, no sharp cut-off; inactive = mostly below about 5.4%; note: actives read high; inactives centre near 0; some compounds called inactive have numbers as strong as hits; reference of the scale not given here
PKA-R2B activ – activators of human PKA-R2B complex; P22694+P31323; PKA-R2B holoenzyme dissociation, Cy5-IP20 fluorescence polarization; R2B truncated from residue 108, S112A mutant; 0% DMSO only, 100% 113 µM cGMP; activation, % at 11.4 µM; 0.079% of 340,000 active;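 active = activation above a cutoff set at the mean over all compounds plus 3 SD, cut at about 18% in these data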;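 note: higher means more holoenzyme dissociation and a rise in polarization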
MOR-DOR ag – agonists of human mu-delta opioid receptor heterodimerization; cells, OPRM1-OPRD1 heterodimerization, luminescence; activation, % at 9.3 µM; 0.3% of 340,000 active; AID 504326; in the data active = activation above about 18%;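 note: 0% = vehicle-treated cells and 100% = reference agonist; values of inactives mirror those of a sister screen read the other way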
* = called active by the depositor; x = not tested or not shown.

Each structure is followed by: HTR5A ag ctr	Arr AP2 block	PKA-R1A act	DAGLB inh	HTR5A inv ctr	DSG3 Ab inh	OPRM1-OPRD1 inv	V-ATPase pHluor	PKA-R2B activ	MOR-DOR ag
[1] CCOc1ccc2nc(NCCNC(=O)c3cc(OC)c(OC)c(OC)c3)c(C#N)cc2c1
  -1	8	-7	-3	4	88	0	-2	1	0.0
[2] O=C(O)COc1ccc2occ(C(=O)c3ccccc3)c2c1
  6	3	-1	1	19	104	8	1	-2	-1.3
[3] CSc1ccccc1NC(=O)CN1C(=O)C2CC=CCC2C1=O (configuration not stated)
  -1	-4	3	3	6	100	6	6	-9	-0.9
[4] COc1ccccc1C1=CC(=O)C[C@H](c2ccc(Cl)cc2)C1
  1	x	-14	-12	-30	107	-27	5	-8	4.6
[5] Cc1cc(C)c2cc(CN(CCO)Cc3nnnn3Cc3ccccc3)c(=O)[nH]c2c1
  1	-2	-1	0	-2	x	12	2	-8	-2.1
[6] CCc1ccccc1Nc1nc(-c2cccnc2)cs1
  5	11	0	-5	-18	113	1	0	9	-0.1
[7] FC(F)(F)c1cc(-c2cccs2)nc(-n2cc(Br)cn2)n1
  -3	-4	-5	-6	1	x	-34	-4	12	5.5
[8] CCNC(=O)c1c(O)c2ccccc2[nH]c1=O
  -7	10	7	3	4	127	-1	0	7	0.2
[9] COc1ccc(CCNC(=O)CCNS(=O)(=O)c2ccc3c(c2)CCN3C(C)=O)cc1OC
  2	4	-2	6	-13	97	-7	-10	0	1.3
[10] O=C(NCC(F)(F)F)c1nn(Cc2ccccc2)c(=O)c2ccccc12
  2	-9	3	-2	8	101	10	1	-5	-1.9
[11] C[C@H]1COC(=O)[C@@H](Cc2ccc(F)cc2)C/C=C\C[C@H](CC(=O)N(CCO)Cc2ccccc2)C(=O)N1
  4	x	8	1	-33	99	-2	-2	10	0.4
[12] Cc1cccc(C)c1NC(=O)CSc1nnc(-c2cccnc2)o1
  1	32	0	-1	-2	101	0	3	11	-0.1
[13] COC(=O)c1ccc(NC(=S)NC(=O)C2CCC2)cc1
  -1	21	-4	-4	16	x	3	-1	-4	-0.6
[14] Fc1ccc(Cn2nnnc2C(c2cccs2)N2CCCCCC2)cc1 (configuration not stated)
  5	15	-1	-11	-8	101	-48	-1	1	8.4
[15] CC(NC(=O)c1ccccc1F)C(=O)O (configuration not stated)
  -1	-2	-2	-5	-46	87	-4	5	3	0.7
[16] CC(=O)c1ccc(NC(=O)Nc2ccc([N+](=O)[O-])cc2C)cc1
  -2	-2	0	0	8	101	-66	-3	2	12
[17] CCC1=C(OC(=O)N(CC)CC)N2C(=O)OC(=NCCc3c[nH]c4ccccc34)[C@]2(C)[C@H]2C1=CC[C@H]1C(=O)N(C)C(=O)[C@H]12
  -2	6	-7	0	-1	106	-9	-3	6	1.6
[18] CN(C)/C=C1/Sc2ccccc2C1=O
  -1	17	-10	1	-22	x	-3	-1	-15	0.6
[19] O=C(c1ccccc1-c1nc(-c2ccc(F)cc2)no1)N1CCCC1
  -4	-13	6	1	9	x	6	-4	-3	-1.5
[20] CCOc1ccc(NC(=O)CSc2nnc(Cn3cnc4ccccc43)n2C)cc1
  2	-5	-3	0	5	100	8	2	-15	-1.9
[21] COc1ccc(S(=O)(=O)N2CCCC(C(=O)NCc3ccco3)C2)cc1OC (configuration not stated)
  11	4	0	-1	-28	101	3	-2	-7	-0.6
[22] CCOC(=O)C1CCN(C(=O)C2CCN(S(=O)(=O)CC)CC2)CC1
  -2	4	2	4	14	99	5	-1	7	-0.9
[23] O=C(CNC(=O)N1CC(=O)Nc2ccccc21)NCc1cccc(Cl)c1
  5	-7	7	-1	2	98	15	4	5	-2.9
[24] CC(C)c1ccc(NC(=O)C2CCCN(S(=O)(=O)c3cccnc3)C2)cc1 (configuration not stated)
  6	14	5	-7	20	-3.9*	-10	0	1	1.9

4 compounds from above, sorted by their value in PKA-R1A act, ascending:
no. | mol | Arr AP2 block | PKA-R1A act | DAGLB inh | DSG3 Ab inh | OPRM1-OPRD1 inv | V-ATPase pHluor | PKA-R2B activ | MOR-DOR ag
13 | COC(=O)c1ccc(NC(=S)NC(=O)C2CCC2)cc1 | 21 | -4 | -4 | x | 3 | -1 | -4 | -0.6
21 | COc1ccc(S(=O)(=O)N2CCCC(C(=O)NCc3ccco3)C2)cc1OC (configuration not stated) | 4 | 0 | -1 | 101 | 3 | -2 | -7 | -0.6
24 | CC(C)c1ccc(NC(=O)C2CCCN(S(=O)(=O)c3cccnc3)C2)cc1 (configuration not stated) | 14 | 5 | -7 | -3.9* | -10 | 0 | 1 | 1.9
11 | C[C@H]1COC(=O)[C@@H](Cc2ccc(F)cc2)C/C=C\C[C@H](CC(=O)N(CCO)Cc2ccccc2)C(=O)N1 | x | 8 | 1 | 99 | -2 | -2 | 10 | 0.4

5 structures out of the list, ordered by length of the SMILES, low to high.
Each structure is followed by: HTR5A ag ctr	Arr AP2 block	PKA-R1A act	DAGLB inh	HTR5A inv ctr	DSG3 Ab inh	OPRM1-OPRD1 inv	V-ATPase pHluor	PKA-R2B activ	MOR-DOR ag
[18] CN(C)/C=C1/Sc2ccccc2C1=O
  -1	17	-10	1	-22	x	-3	-1	-15	0.6
[6] CCc1ccccc1Nc1nc(-c2cccnc2)cs1
  5	11	0	-5	-18	113	1	0	9	-0.1
[13] COC(=O)c1ccc(NC(=S)NC(=O)C2CCC2)cc1
  -1	21	-4	-4	16	x	3	-1	-4	-0.6
[3] CSc1ccccc1NC(=O)CN1C(=O)C2CC=CCC2C1=O (configuration not stated)
  -1	-4	3	3	6	100	6	6	-9	-0.9
[10] O=C(NCC(F)(F)F)c1nn(Cc2ccccc2)c(=O)c2ccccc12
  2	-9	3	-2	8	101	10	1	-5	-1.9

Pulled by structure from the entries so far (2):
Each structure is followed by: HTR5A ag ctr	Arr AP2 block	PKA-R1A act	DAGLB inh	HTR5A inv ctr	DSG3 Ab inh	OPRM1-OPRD1 inv	V-ATPase pHluor	PKA-R2B activ	MOR-DOR ag
[13] COC(=O)c1ccc(NC(=S)NC(=O)C2CCC2)cc1
  -1	21	-4	-4	16	x	3	-1	-4	-0.6
[17] CCC1=C(OC(=O)N(CC)CC)N2C(=O)OC(=NCCc3c[nH]c4ccccc34)[C@]2(C)[C@H]2C1=CC[C@H]1C(=O)N(C)C(=O)[C@H]12
  -2	6	-7	0	-1	106	-9	-3	6	1.6
